NPY2 pot ag: human NPY-Y2 potentiation or agonism, primary screen | cells expressing NPY-Y2, potentiator/agonist read-out | activation, % at 3.6 µM | hit rate 0.45% among 220,000 | AID 1359; in the data active means activation above about 27%;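 further: cells stimulated with NPY near EC25 plus isoproterenol at EC100; 0% = vehicle plus submaximal agonist and 100% = vehicle plus saturating agonist; some results beyond the cut were filed as inactive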
EP2 antag: EP2 receptor (human) inhibition. inhibition, % at 25 µM. C6 glioma cells expressing human EP2, cAMP TR-FRET; cells stimulated with saturating PGE2. AID 1422. hit rate 0.52% among 260,000. P43116;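 active means percent inhibition above 40 after rounding to a whole number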;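 further: rat C6 glioma host cells with rolipram phosphodiesterase inhibitor present; the protocol text gives 20 µM as final concentration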
NPY Y1 blocker: NPY-Y1 (human) receptor antagonism; inhibition, % at 3.6 µM; HEK293-CNG Y1 cells, membrane potential fluorescence; NPY at EC95, then isoproterenol; hit rate 1% among 200,000; AID 1040;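 active means inhibition above the campaign mean inhibition of all tested compounds plus 3 SD, cut at about 20% in these data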;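 further: 0% = DMSO wells given NPY plus isoproterenol and 100% = isoproterenol alone without NPY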
Target sequence (P25929 whole entry, looked up): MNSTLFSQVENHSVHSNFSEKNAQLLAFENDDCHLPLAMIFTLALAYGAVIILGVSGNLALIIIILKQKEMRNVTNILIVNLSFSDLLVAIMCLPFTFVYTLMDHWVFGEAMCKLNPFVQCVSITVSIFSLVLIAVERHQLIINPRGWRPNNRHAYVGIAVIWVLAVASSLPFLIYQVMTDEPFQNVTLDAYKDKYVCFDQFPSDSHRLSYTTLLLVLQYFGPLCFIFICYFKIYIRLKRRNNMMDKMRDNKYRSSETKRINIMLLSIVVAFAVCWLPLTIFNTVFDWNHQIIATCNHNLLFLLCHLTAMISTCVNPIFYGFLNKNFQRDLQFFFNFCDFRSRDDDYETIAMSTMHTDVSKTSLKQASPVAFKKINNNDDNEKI
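Material: Y1- and CNG-channel-expressing HEK293 cells / Probe or stimulus: NPY 25 nM then isoproterenol 1 µM plus Ro 20-1724 25 µM / Doses: 3.6 µM single dose, DMSO 0.4% / Schedule: compound incubation 1 h at room temperature, readout 45 min post-stimulation / Signal: membrane potential fluorescence / Benchmarks: isoproterenol-only wells as full block versus NPY-plus-isoproterenol wells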
eIF4E 4G PPI: inhibitors of eIF4E and eIF4G interaction in translation initiation | hit rate 0.37% among 220,000 | P63073+Q04637 | TR-FRET eIF4E-eIF4GI(517-606) binding, 2 h | inhibition, % at 21.7 µM;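 active means inhibition above about 30%, limit read from the data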;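 further: 0% = full FRET control wells and 100% = background wells lacking eIF4GI fragment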
EP2 mod: modulators of human EP2 prostaglandin E2 receptor; EP2-expressing cells, cAMP HTRF FRET, PGE2 co-stimulation; AID 940; hit rate 0.83% among 260,000; induction, % at 25 µM; P43116;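 active means compounds whose cAMP rise, as percent of the full-agonist control response, exceeds 60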;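 further: rat C6 glioma line stably carrying human EP2 under a CMV promoter; the protocol text gives 20 µM as final concentration; 100% = response of wells given 1 µM PGE2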
NPY1 pot ag: human NPY-Y1 potentiation or agonism, primary screen; P25929; NPY-Y1 expressing cells, potentiator/agonist activation; activation, % at 3.6 µM; hit rate 0.37% among 220,000; AID 1304; in the data active means activation above about 33%, passing the limit was not always enough;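 further: cells stimulated with NPY at EC10 then isoproterenol at EC100; 0% = low agonist plus stimulus and 100% = saturating agonist plus stimulus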
p97 inhibitor: human p97 ATPase inhibition. P55072. AID 1481. hit rate 0.42% among 220,000. inhibition, % at 8 µM. recombinant p97 ATPase, Kinase-Glo ATP luminescence, 3 h; in the data active means inhibition above about 15%;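 further: 0% = DMSO vehicle and 100% = wells lacking enzyme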
S1P4 antagonist: human S1P4 receptor antagonism; O95977; S1P4-expressing cells, antagonist mode, reporter read-out; inhibition, % at 4.98 µM; hit rate 0.26% among 220,000; AID 1510; in the data active means inhibition above about 29%;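 further: 0% = wells stimulated with agonist and 100% = vehicle wells without agonist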
Target sequence (O95977 whole entry, looked up): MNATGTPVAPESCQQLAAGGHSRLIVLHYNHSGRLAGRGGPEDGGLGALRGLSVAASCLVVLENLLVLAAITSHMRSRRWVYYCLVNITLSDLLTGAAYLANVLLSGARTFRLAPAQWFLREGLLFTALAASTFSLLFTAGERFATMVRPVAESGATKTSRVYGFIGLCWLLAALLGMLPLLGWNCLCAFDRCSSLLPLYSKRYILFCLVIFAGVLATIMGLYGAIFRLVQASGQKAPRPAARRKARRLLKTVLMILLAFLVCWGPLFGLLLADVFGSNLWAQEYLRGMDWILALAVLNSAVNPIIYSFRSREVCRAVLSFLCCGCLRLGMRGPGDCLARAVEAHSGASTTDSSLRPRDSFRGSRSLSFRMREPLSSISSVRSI
S1P4 agonist: agonists of human S1P4 receptor. activation, % at 4.98 µM. hit rate 0.35% among 220,000. O95977. S1P4-expressing cell line, agonist reporter assay; in the data active means activation above about 11%;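 further: 0% = DMSO vehicle and 100% = reference agonist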
An asterisk follows results filed as active; x = not tested or not shown; & = joins results of further samples; [ ] = dose if it differs, or a comment.

cpd	Compound	NPY2 pot ag	EP2 antag	NPY Y1 blocker	eIF4E 4G PPI	EP2 mod
1	CN(c1ccccc1)c1nc2ccsc2c(=O)s1	-11.4	1.5	2.2	-1.1	34.7
2	Nc1ccc(-n2nncc2-c2ccc(Cl)cc2)cc1	-8.3	5.6	5.0	-3.6	-27.1
3	Cc1ccc(CSCC(=O)N2CCCC2)cc1	-9.8	5.6	-2.6	1.8	25.2
4	CCC(CO)NC1=C([N+](=O)[O-])C(=O)CC(C)(C)C1 (stereo unspecified)	10.8	5.8	2.9	-2.9	21.6
5	CCOc1ccccc1-n1c(=S)sc2c(=O)n(-c3ccc(C)cc3)c(=S)[nH]c21	-13.1	5.8	6.7	0.6	-0.7
6	O=[N+]([O-])c1cccc(-c2ccc(/C=N/NC(=S)NCc3ccco3)o2)c1	-3.5	4.6	x	-0.3	25.4
7	Cc1ccc(S(=O)(=O)N2CCC(C(=O)NCC3CCCO3)CC2)cc1 (stereo unspecified)	-2.0	5.7	1.4	-6.0[fluorescence artefact?]	12.4
8	O=C(CC1NC2CCCCC2NC1=O)Nc1ccc2c(c1)OCO2 (stereo unspecified)	4.6	4.0	-2.0	3.7	7.3
9	CCOC(=O)C1(C(C)(C)CC)CC(CSc2nc3ccccc3[nH]2)OC1=O (stereo unspecified)	-25.6	13.0	9.1	1.9	7.9
10	CCn1cc(C(=O)O)c(=O)c2cc(F)c(N3CCN(C(=S)NC(=O)c4ccccc4Cl)CC3)cc21	-12.7	6.9	x	-4.8	45.3
11	Cc1nn2c(-c3ccc(Cl)cc3)ccnc2c1-c1ccccc1	7.8	9.9	2.2	2.9[fluorescence artefact?]	40.7
12	COc1cccc(C2=NOC(C(=O)N3CCc4ccccc4C3)C2)c1 (stereo unspecified)	-7.2	5.5	-0.8	3.2	-32.6
13	CCN(CC)CC(O)Cn1c(-c2cccc(Cl)c2)nc2cc(C)c(C)cc21 (stereo unspecified)	-6.8	5.4	x	0.3	-27.1
14	Cc1ccc(NCC(=O)N/N=C/c2ccc(-c3cccc(C(F)(F)F)c3)o2)cc1	-3.4	14.1	3.5	-2.7	27.0
15	CC(=O)c1ccc(OCc2ccc(Oc3c(Cl)cccc3[N+](=O)[O-])cc2)cc1	10.4	3.2	-2.9	4.4	-39.9

cpd	NPY1 pot ag	p97 inhibitor	S1P4 antagonist	S1P4 agonist
1	-28.0	-3.1	-13.0	1.9
2	-1.3	4.8	-15.1	-0.8
3	11.8	-1.7	-5.9	1.8
4	8.3	-2.9	6.3	0.1
5	-12.4	2.7	-9.7	-0.6
6	2.5	5.7	-0.5	0.1
7	-2.0	-0.5	-12.5	7.1
8	10.5	3.7	-5.4	-0.6
9	-21.8	-5.4	-6.8	1.1
10	-11.0	6.8	6.8	1.6
11	8.7	-0.6	-6.0	-0.7
12	-4.4	-8.4	-6.9	2.3
13	15.5	2.2	-9.2	-0.6
14	-14.5	-0.8	-10.3	-0.8
15	-3.4	1.3	-10.5	1.3

(listing goes on)
cpd	Compound	NPY2 pot ag	EP2 antag	NPY Y1 blocker	eIF4E 4G PPI	EP2 mod
16	O=C(c1ccc(-n2cccc2)cc1)N1CCN(Cc2ccccc2)CC1	0.0	2.8	-7.1	1.6[fluorescence artefact?]	-50.3
17	CCOc1ccc(OCCn2ccnc2)cc1	-8.5	4.9	5.7	11.2	-1.3
18	COC(=O)CN(C#N)c1nc(OC)nc(N(C)C)n1	3.7	7.5&11.0	8.8	-3.2	9.0&13.0
19	O=C(CCN1C(=O)C2CC=C(Cl)CC2C1=O)N1CCCCC1 (stereo unspecified)	7.3	3.6	8.3	-3.1[fluorescence artefact?]	18.8
20	CCOC(CNC(=O)c1ccc(CNC(=O)c2ccc(OC)c(OC)c2)cc1)OCC	-15.2	5.7	1.2	-1.2	20.7
21	CC12CCC(=O)N1C(C(=O)O)Cc1c2[nH]c2ccccc12 (stereo unspecified)	-26.9	x	-0.7	5.6	14.4
22	COc1ccc(C(=O)c2c(C(F)(F)F)oc3c2C(=O)c2ccccc2C3=O)cc1	-2.1	35.2	6.4	12.1	-48.8
23	CC(=O)Oc1ccc(-c2cccc(C(=O)Oc3ccccc3)c2)cc1	-6.1	17.3	-5.5	10.6	38.8
24	N/C(=N\OC(=O)c1ccc(=O)n(Cc2ccc(Cl)cc2)c1)c1ccccn1	2.6	7.7	5.1	1.3	-30.0
25	Nc1nnc(SCC(=O)N2CCN(c3ccccc3)CC2)s1	5.6	11.5	-1.3	-3.0	-12.2
26	Cc1ccc(S(=O)(=O)Nc2ccc(-c3cn4ccc(C)cc4n3)cc2)cc1	3.0	4.1	0.9	-2.7	1.2
27	O=C(Nc1ccc2oc(-c3ccc(F)cc3)nc2c1)c1ccccc1F	-1.3	1.0	14.0	-8.6	-16.6
28	COC(=O)C1=C(C(C)=O)C(c2ccc(C(=O)OC)cc2)n2nnnc2N1 (stereo unspecified)	-2.2	9.8	4.3	-1.5[fluorescence artefact?]	-35.8
29	CCCCN1C(=O)c2ccc(C(=O)Nc3cccc(C)c3C)cc2C1=O	-2.0	10.9	7.8	-5.6	7.5
30	Cc1ccc(C(=O)/C=C\NCc2ccccc2)cc1	13.6	10.8	1.4	-3.8	-13.8

cpd	NPY1 pot ag	p97 inhibitor	S1P4 antagonist	S1P4 agonist
16	14.2	-2.2	-17.4	0.4
17	10.2	2.6	-25.7	-0.3
18	4.5	3.4	4.5	-0.1
19	-2.1	5.4	1.1	2.2
20	5.4	2.0	-1.0	0.3
21	11.9	2.0	7.5	1.5
22	-16.2	-2.0	12.8	-0.3
23	-25.2	-2.3	3.2	4.1
24	7.3	3.6	-1.9	1.2
25	-0.6	1.5	2.8	-2.1
26	-5.1	8.4	-7.2	-0.9
27	12.4	2.7	-20.7	-0.1
28	-14.6	0.5	-9.4	0.0
29	-17.8	0.1	-12.4	0.1
30	0.0	5.6	2.1	-0.4

Other compounds follow.
cpd	Compound	NPY2 pot ag	EP2 antag	NPY Y1 blocker	eIF4E 4G PPI	EP2 mod
31	C=CCNc1nc(Nc2ccc([N+](=O)[O-])cc2)nc(OCC)n1	0.3	6.9	-5.2	-0.8	0.8
32	CCS(=O)(=O)C1=NSC2=NC(=O)/C(=C\c3cc(C)n(-c4cccc(OC)c4)c3C)C(=N)N21	-6.7	11.1	-3.0	-1.2	32.2
33	CCCCCCCC(=O)OC(CN1CCCCCC1)CN1CCCC1=O (stereo unspecified)	-17.4	7.6	x	1.4	-12.7
34	CCOC(=O)N1CCN(c2cc(=O)n(-c3ccccc3Cl)c(=O)[nH]2)CC1	-4.5	4.5	-3.9	5.1[fluorescence artefact?]	13.7
35	COc1cccc(CNC(=S)Nc2cc(C)ccc2C)c1	-13.3	7.3	-5.5	0.7	-51.7
36	COc1ccccc1N(CC(=O)NCC1CCCO1)C(=O)CNS(=O)(=O)c1ccccc1 (stereo unspecified)	6.0	7.1	x	1.7	18.9

cpd	NPY1 pot ag	p97 inhibitor	S1P4 antagonist	S1P4 agonist
31	-3.6	-0.8	-24.8	0.5
32	-1.6	-1.3	0.5	-0.9
33	-13.9	-0.2	-12.7	1.5
34	-14.3	6.6	-4.6	0.1
35	2.5	3.9	7.7	-2.0
36	-5.7	4.1	4.5	-0.7

Grouped by structure, those above with a COOH group (2)
cpd	Compound	NPY2 pot ag	EP2 antag	NPY Y1 blocker	eIF4E 4G PPI	EP2 mod
10	CCn1cc(C(=O)O)c(=O)c2cc(F)c(N3CCN(C(=S)NC(=O)c4ccccc4Cl)CC3)cc21	-12.7	6.9	x	-4.8	45.3
21	CC12CCC(=O)N1C(C(=O)O)Cc1c2[nH]c2ccccc12 (stereo unspecified)	-26.9	x	-0.7	5.6	14.4

cpd	NPY1 pot ag	p97 inhibitor	S1P4 antagonist	S1P4 agonist
10	-11.0	6.8	6.8	1.6
21	11.9	2.0	7.5	1.5

Entries above that have a Cl atom, in the order listed:
cpd	Compound	NPY2 pot ag	EP2 antag	NPY Y1 blocker	eIF4E 4G PPI	EP2 mod
2	Nc1ccc(-n2nncc2-c2ccc(Cl)cc2)cc1	-8.3	5.6	5.0	-3.6	-27.1
10	CCn1cc(C(=O)O)c(=O)c2cc(F)c(N3CCN(C(=S)NC(=O)c4ccccc4Cl)CC3)cc21	-12.7	6.9	x	-4.8	45.3
11	Cc1nn2c(-c3ccc(Cl)cc3)ccnc2c1-c1ccccc1	7.8	9.9	2.2	2.9[fluorescence artefact?]	40.7
13	CCN(CC)CC(O)Cn1c(-c2cccc(Cl)c2)nc2cc(C)c(C)cc21 (stereo unspecified)	-6.8	5.4	x	0.3	-27.1
15	CC(=O)c1ccc(OCc2ccc(Oc3c(Cl)cccc3[N+](=O)[O-])cc2)cc1	10.4	3.2	-2.9	4.4	-39.9
19	O=C(CCN1C(=O)C2CC=C(Cl)CC2C1=O)N1CCCCC1 (stereo unspecified)	7.3	3.6	8.3	-3.1[fluorescence artefact?]	18.8
24	N/C(=N\OC(=O)c1ccc(=O)n(Cc2ccc(Cl)cc2)c1)c1ccccn1	2.6	7.7	5.1	1.3	-30.0
34	CCOC(=O)N1CCN(c2cc(=O)n(-c3ccccc3Cl)c(=O)[nH]2)CC1	-4.5	4.5	-3.9	5.1[fluorescence artefact?]	13.7

cpd	NPY1 pot ag	p97 inhibitor	S1P4 antagonist	S1P4 agonist
2	-1.3	4.8	-15.1	-0.8
10	-11.0	6.8	6.8	1.6
11	8.7	-0.6	-6.0	-0.7
13	15.5	2.2	-9.2	-0.6
15	-3.4	1.3	-10.5	1.3
19	-2.1	5.4	1.1	2.2
24	7.3	3.6	-1.9	1.2
34	-14.3	6.6	-4.6	0.1

Screening data: PubChem, several laboratories

This is a subset, so the mix of outcomes need not match the whole.
